# Hsp70 inhibitors: Hsp70 inhibitors, probe displacement, primary screen, biochemical, fluorescence polarization (AID 583). Heat shock 70 kDa protein 1A (Homo sapiens). 0.06% of 140,000 active. Hsp70 fluorescence polarization probe displacement, mP; higher % means a stronger effect. one-dose displacement, % at 20 µM; IC50 in µM for titrated hits; in the data active = displacement above about 50%;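 note: plate controls were vehicle for no effect and reference ligand for full effect; a part of the inactive calls stands beside numbers as strong as those of hits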
# Rat MKP-3 inhibitors: MKP-3 phosphatase inhibitors, primary screen, biochemical, rat enzyme, in vitro (AID 425). 0.17% of 110,000 active. inhibition, % at 20 µM; hits with a dose series show IC50 in µM. Dual specificity protein phosphatase 6 (Rattus norvegicus). recombinant MKP-3 phosphatase activity, fluorescence; higher % means a stronger effect; in the data active = inhibition above about 50%;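 note: plate controls were vehicle for no effect and reference inhibitor for full effect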
# * = called active by the depositor; · = no result given; & = joins results of further samples.
Hsp70 inhibitors	Rat MKP-3 inhibitors	SMILES
-1.7%	-0.9%	O=C(O)CSc1nnc(-c2ccc(S(=O)(=O)N3CCCC3)cc2)n1Cc1ccco1
2.0%	·	Cc1cccc(NC(=O)Cc2noc3ccccc23)c1
-1.2%	·	CCCC(=O)Nc1ccc2c(c1)nc(CN1CCCC1)n2C
8.1%	-7.0%	Cc1csc2nc(CNS(=O)(=O)N(C)C)cn12
0.0%	-0.2%	CCOc1ccc(N(CC(=O)NCc2ccccc2C)S(C)(=O)=O)cc1
1.1%	-6.9%	O=C1NCC(COCc2ccco2)O1 (centres undefined)
2.3%	-4.5%	O=C(Nc1ccc2c(c1)nc1n2CCOC1)c1ccccc1
9.3%	0.8%	Cc1ccc(S(=O)(=O)N(CC(=O)NCc2ccncc2)C2CCCCC2)cc1
7.9%	-5.3%	Nc1c(NCc2ccccc2)c2ccccc2oc1=O
0.4%	-5.1%	Cc1cccc(OCC(=O)O/N=C(\N)c2ccc([N+](=O)[O-])cc2)c1

# Entries of single compounds as entered above:
# CCCC(=O)Nc1ccc2c(c1)nc(CN1CCCC1)n2C is listed with Hsp70 inhibitors: -1.2%; Rat MKP-3 inhibitors: ·
# Cc1cccc(NC(=O)Cc2noc3ccccc23)c1 is listed with Hsp70 inhibitors: 2.0%; Rat MKP-3 inhibitors: ·

# Additional records:
Hsp70 inhibitors	Rat MKP-3 inhibitors	SMILES
-3.1%	-7.8%	C=CCC(CC=C)(C(=O)O)c1ccccc1
-2.0%	-6.0%	CCOC(=O)C1CCN(C(=O)COc2ccc(S(=O)(=O)NC(C)C)cc2)CC1
-2.5%	0.7%	COc1cc(-c2ccc(NC(=O)c3ccc(C)cc3)c(OC)c2)ccc1NC(=O)c1ccc(C)cc1
1.3%	4.5%	Cc1cc(C(=O)N2CCN(S(C)(=O)=O)CC2)sc1-c1ccccc1
0.6%	3.3%	Cc1cc(N/C(=N\S(=O)(=O)c2ccc(Cl)cc2)c2ccc(F)cc2)no1
·	-3.9%	CCOc1cccc(OCCCCN2CCOCC2)c1
-0.7%	-15.6%	COc1ccc(CC(=O)NCc2ccccn2)cc1OC
-3.2%	·	O=C(NCC(c1cccnc1)N1CCN(c2ccccc2)CC1)OCc1ccccc1 (centres undefined)
0.6%	-1.5%	C=CCOC(=O)C(CC=C)(C(F)(F)F)C(F)(F)F
4.3%	-9.3%	COC(=O)[C@H](CCSC)NC(=O)NCc1ccc(S(N)(=O)=O)cc1
2.0%	1.5%	CCOc1ccc(-c2cc(C(=O)N/N=C/c3ccc(C(=O)OC)cc3)[nH]n2)cc1
2.0%	4.8%	N#CCSc1nnc(-c2ccc(S(=O)(=O)N3CCOCC3)cc2)n1CC1CCCO1 (centres undefined)
0.0%	2.8%	CCOc1ccc(C(NC(=O)c2ccco2)c2ccc(OC)c(OC)c2)cc1 (centres undefined)
-2.6%	·	N#Cc1c(NC2CCCCC2)nc(-c2ccco2)c2c1CCCC2
8.1%	4.4%	Cc1cccc(N2C(=O)NC(=O)/C(=C\c3ccc(-c4ccccc4C(=O)O)o3)C2=O)c1
0.7%	-0.2%	Cc1cc(/C=N/n2cnnc2)c(C)n1C
0.5%	-1.8%	CC(CCc1ccccc1)NC(=O)C1CCN(S(=O)(=O)N2CCCCC2)CC1 (centres undefined)
-1.3%	3.1%	O=C1CN(C(=O)c2ccccc2)c2ccccc2N1
·	-8.9%	O=C(O)c1cccc(NC(=O)c2cccc(NC(=O)C3CCCO3)c2)c1 (centres undefined)
11.1%	-2.1%	COc1ccccc1/C=C1\SC(=S)N(c2cccc(C(=O)O)c2)C1=O
19.9%	27.5%	O=C(O)c1ccc([N+](=O)[O-])c2c1NC(c1ccccc1)C1CC=CC21 (centres undefined)
8.7%	0.8%	COC(=O)c1ccc2c(=O)n(CC3CCCO3)c(=S)[nH]c2c1 (centres undefined)
-6.9%	4.5%	COc1ccc(C(=O)N2N=C(C)CC2(O)c2ccc(Br)cc2)cc1 (centres undefined)
3.6%	-0.7%	Cc1sc2nc3c(C(=O)N4CCN(c5ncccn5)CC4)cccn3c(=O)c2c1C
-4.5%	-6.1%	CC(C)C(C(=O)NCc1ccco1)N(C(=O)CNS(=O)(=O)c1ccccc1)C1CCCC1 (centres undefined)
-2.3%	-11.5%	CCCCCc1ccc(CC(=O)O)cc1
4.2%	-4.1%	CCOC(=O)CNC(=O)C(Cc1ccccc1)NS(=O)(=O)c1ccc2c(c1)CCC(=O)N2 (centres undefined)
-2.1%	0.8%	O=S(=O)(NCCc1ccccc1)c1ccc(Br)cc1
-0.9%	4.4%	Cc1ccc(C)n1NC(=O)c1cccs1
1.2%	·	COc1cc(CNn2nnnc2N)ccc1OCc1c(Cl)cccc1Cl
-0.5%	4.8%	CCCOc1ccc(N2C(=O)CC(N3CCOCC3)C2=O)cc1 (centres undefined)
3.6%	8.0%	Nc1nc(Nc2nc(N3CCCC3)cc(C(F)(F)F)n2)cc(C(F)(F)F)n1
10.7%	-16.3%	CCOCCn1c(COc2ccccc2)nc2ccccc21
3.0%	2.4%	COc1cc(C)c(C)cc1S(=O)(=O)N1CCN(Cc2ccccc2)CC1
·	-1.7%	Cn1c2c(c(=O)n(C)c1=O)C(c1ccc(O)cc1)Nc1ccccc1O2 (centres undefined)
4.5%	-12.9%	CCOC(=O)C1=C(C)NC(SCC(N)=O)=C(C#N)C1c1ccncc1 (centres undefined)
-5.9%	-4.1%	O=C(CSc1nc2ccccc2[nH]1)NC(=O)NCc1ccco1
1.2%	·	CS(=O)(=O)c1cccc(C(=O)NCc2ccc(F)cc2)c1
5.5%	2.3%	CC1(C)CC(=O)C(C=NCCO)=C(O)C1
·	-5.1%	CCOC(=O)NCc1ccc2[nH]c(C)cc2c1
-2.1%	·	O=C1CC(c2ccc(S(=O)(=O)N3CCCCC3)cc2)CN1 (centres undefined)
-0.2%	-1.8%	COc1cccc(OC)c1C(=O)NNC(=O)c1cccc(Cl)c1
-9.7%	-3.0%	CCOC(=O)C1CCN(C(=O)c2ccc(NC(=O)C3CCCO3)cc2)CC1 (centres undefined)
1.7%	·	Cc1ccc2c(c1)c1c(n2C)-c2[nH]ncc2CC1
-1.1%	·	CCNC(=S)NNC(=O)c1csc(C(C)C)c1
-1.8%	2.5%	COCCCN(C(=O)Cn1ncc2c(=O)oc3ccc(C)cc3c21)C(C)c1ccncc1 (centres undefined)
8.1%	·	CCCc1cc(=O)[nH]c(SCC(=O)Nc2ccccc2C#N)n1
3.5%	·	COCCCn1c(SCC(=O)Nc2sc3c(c2C#N)CCCC3)nnc1-c1ccncc1
-1.3%	·	COc1cc(C(=O)N2CCC(N3CCCCCC3)CC2)cc(OC)c1OC
-0.4%	·	COc1ccc(CCNC(=O)c2nonc2N)cc1

# Other results
Hsp70 inhibitors	Rat MKP-3 inhibitors	SMILES
0.3%	9.2%	COc1ccc(C(CC(=O)O)NC(=O)c2cccs2)cc1 (centres undefined)
-3.5%	-1.5%	CCOC(=O)Cn1c(=O)oc2cc(S(=O)(=O)NCCCc3ccccc3)ccc21
-7.2%	3.4%	Cc1ccnc(NS(=O)(=O)c2cccs2)c1
0.0%	9.7%	O=C(Nc1ncc(S(=O)(=O)c2ccc([N+](=O)[O-])cc2)s1)c1ccc(-c2ccccc2)cc1
-1.8%	-0.5%	Clc1ccc(/C=N/Nc2nc(N3CCOCC3)nc(N3CCOCC3)n2)cc1Cl
7.1%	-0.8%	N#C/C(=C/c1ccccc1F)C(=O)Nc1cccc(Br)c1
-0.3%	·	Cc1ccccc1C(=O)Nc1nncs1
2.3%	4.0%	CC1(C)Nc2ccccc2-c2c1ssc2=NC1CCCCC1
-2.1%	·	N/C(=N\OC(=O)Oc1ccccc1)c1ccc(Cl)cc1
0.0%	4.3%	COc1cccc(NC(=O)Nc2cccc(C(F)(F)F)c2)c1
2.8%	-2.0%	O=Cc1ccc(-c2nc3c4ccccc4ccn3c2C=O)o1
0.0%	-4.9%	COc1cc(OC)c(/C=N/NC(=O)c2cccc(Cl)c2)cc1Br
3.8%	·	COC(=O)c1sccc1Oc1ccc(F)cc1[N+](=O)[O-]
2.2%	-6.9%	CCCC(=O)Nc1nnc(COc2ccc(C)c(C)c2)s1
4.7%	6.6%	Cc1ccc(CNc2ccc(O)cc2)cc1
0.7%	·	CC1CN(Cc2ccccc2Cl)CC(C)O1 (centres undefined)
3.8%	·	Cn1c(CSc2nc3ccccc3s2)nnc1SCC(=O)NCCCN1CCOCC1
-1.7%	1.9%	CCC(=O)Nc1cc(C(C)C)c(O)cc1C
4.7%	·	Cc1nn(-c2ccccc2)c(Cl)c1/C=C1\N=C(c2ccccc2)OC1=O
-2.4%	0.9%	CSC1=NCCN1C(=O)c1ccc(Br)o1

# 3 of the entries above in order of their number in Rat MKP-3 inhibitors, smallest number first:
SMILES | Rat MKP-3 inhibitors
CCCC(=O)Nc1nnc(COc2ccc(C)c(C)c2)s1 | -6.9%
COc1cc(OC)c(/C=N/NC(=O)c2cccc(Cl)c2)cc1Br | -4.9%
CCC(=O)Nc1cc(C(C)C)c(O)cc1C | 1.9%

# (cont.)
Hsp70 inhibitors	Rat MKP-3 inhibitors	SMILES
0.8%	-6.5%	O=C(Cn1[nH]c(=O)c2ccccc2c1=O)OCC(=O)N1CCCc2ccccc21
3.3%	-0.6%	O=C(NCc1ccccn1)C(=O)N/N=C/c1ccc(Br)cc1
1.5%	-12.3%	COc1ccccc1CNC(=O)COC(=O)c1cnccn1
-8.9%	-11.3%	Nc1cc(CN2C(=O)c3ccccc3C2=O)cc(Cl)c1O
-14.1%	·	CC(=O)c1cccc(N=C2NC(=O)CS2)c1
3.1%	5.2%	O=C1NC(=Nc2cccc(O)c2)S/C1=C\C=C\c1ccccc1
-6.2%	-8.9%	O=C(CCS(=O)(=O)c1cccc2nonc12)NC1CCCCCC1
-2.8%	-14.5%	CCCCN(C(=O)c1cc(OC)c(OC)c(OC)c1)C1=CC2CCC(C1)N2C (centres undefined)
0.5%	3.9%	Cc1ccc(/C=C(\C#N)c2nc(-c3cccc([N+](=O)[O-])c3)cs2)o1
8.8%	-3.1%	O=S(=O)(c1cc(Cl)cc(Cl)c1O)c1cc(Cl)cc(Cl)c1O

# 4 entries from above, arranged by SMILES length, rising.
Hsp70 inhibitors	Rat MKP-3 inhibitors	SMILES
-0.9%	4.4%	Cc1ccc(C)n1NC(=O)c1cccs1
0.3%	9.2%	COc1ccc(C(CC(=O)O)NC(=O)c2cccs2)cc1 (centres undefined)
3.3%	-0.6%	O=C(NCc1ccccn1)C(=O)N/N=C/c1ccc(Br)cc1
8.8%	-3.1%	O=S(=O)(c1cc(Cl)cc(Cl)c1O)c1cc(Cl)cc(Cl)c1O

# (cont.)
Hsp70 inhibitors	Rat MKP-3 inhibitors	SMILES
-5.1%	0.6%	CCOC(=O)C(=CNc1ccc([N+](=O)[O-])cc1)C(=O)OCC
2.4%	-0.6%	O=C(NC(Nc1ccc(Br)cc1)C(=O)c1ccccc1)c1ccco1 (centres undefined)
-6.6%	-1.1%	CCCCn1c(SCC(=O)N2CCCc3ccccc32)nc2c1c(=O)n(C)c(=O)n2C
0.4%	3.3%	CCOc1cc(C=O)ccc1OCc1ccccc1
1.3%	-0.1%	COc1cc([N+](=O)[O-])ccc1NC(=O)CSc1nc2ccccc2s1
-0.8%	-1.6%	CCC(C)c1ccc(NC(=O)c2ccc([N+](=O)[O-])cc2)cc1 (centres undefined)
2.0%	-3.5%	Cc1cc2nc(C3CCN(CC4COc5ccccc5O4)CC3)[nH]c2cc1C (centres undefined)
-2.8%	-7.5%	CCOc1nc(-c2ccc(OC)cc2)ccc1-c1noc(-c2ccncc2)n1
-0.1%	-3.2%	COc1ccccc1OCCCCCn1ccnc1
0.7%	·	Cc1ccc(-c2nc3ccsc3c(=O)o2)cc1
-1.7%	-4.7%	CC(C)n1c(N2CCN(C(=O)NCc3ccccc3)CC2)nc2ccccc21
-1.5%	-4.0%	COc1ccc(C(=O)Oc2ccc3oc(=O)cc(C)c3c2)cc1OC
8.1%	3.2%	CC(C)=CC1C(C(=O)Nc2ccc(Cl)cn2)C1(C)C (centres undefined)
2.9%	-10.5%	CCOC(=O)CSc1nnc(-c2ccccc2OC)o1
8.7%&-2.1%	-15.0%&4.5%	Cc1nc2[nH]onc2c2nccc(=O)c12
-2.7%	-0.4%	O=C(N/N=C/c1ccc(OCc2ccccc2)cc1)C(O)c1ccccc1 (centres undefined)
26.0%	-9.2%	O=C(O)c1cn(-c2ccccc2)nc1-c1ccncc1
0.2%	-6.3%	OCCN(Cc1ccccc1)Cc1ccccc1F
-1.5%	-6.1%	Cc1nc2ccc(F)cc2cc1C(=O)NC(C)C
-3.0%	4.8%	O=C(CSc1nnnn1-c1ccc2c(c1)OCCO2)OC1CCCCC1
-5.4%	-2.7%	Cc1cc(OCC(=O)N2CCCC2)ccc1Cl
-4.9%	-0.1%	O=c1[nH]c2ccccc2c(O)c1-c1ccccc1[N+](=O)[O-]
-2.3%	-7.5%	CCCc1nc(SCC(=O)Nc2ccccc2OC)c2c(=O)n(C)c(=O)n(C)c2n1
-1.5%	-5.5%	COC(=O)C1C2C=CC3(CN(c4ccc(Cl)c(F)c4)C(=O)C13)O2 (centres undefined)
-4.4%	·	CCOC(=O)Cn1c(=O)c2c(nc(Br)n2Cc2ccccc2Cl)n(C)c1=O
-0.4%	-0.5%	COc1ccc(/C=C(\NC(=O)c2ccc([N+](=O)[O-])cc2)C(=O)NCCN2CCOCC2)cc1
-3.4%	·	Cc1c(NC(=O)C2(c3ccccc3)CCCC2)c(=O)n(-c2ccccc2)n1C
-3.1%	-11.1%	Cc1c(NC(=O)Nc2ccc3c(c2)OCO3)c(=O)n(-c2ccccc2)n1C
13.8%	·	O=C(CN(Cc1ccccc1F)C(=O)Cn1nnc(-c2cccs2)n1)NC1CCCCC1
3.1%	·	C/C=C(/C)C(=O)OC1c2c(ccc3ccc(=O)oc23)OC(C)(C)C1OC(C)=O (centres undefined)
-2.6%	·	Cc1nnc(SCC(=O)N2CCN(c3ccccc3)CC2)n1-c1ccccc1
4.0%	0.8%	CC(C(=O)N1CCOCC1)N1C(=O)c2cccc3cccc(c23)C1=O (centres undefined)

# An excerpt. The share of hits here may be higher or lower than overall.
